# Bioassay records (PubChem BioAssay)
# FXIa inh mix = factor XIa (human) inhibition, mixture screen | hit rate 0.19% among 62,000 | AID 680 | inhibition, % at 5 µM | P03951 | purified FXIa, fluorogenic substrate, pooled mixtures;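 note: each value is inhibition by a whole ten-compound pool holding the compound; 0% = enzyme with no mixture and 100% = wells lacking enzyme; strong numbers were not always called active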
# CatB block = blocks human cathepsin B protease activity | P07858 | purified cathepsin B, fluorogenic substrate, fluorescence | inhibition, %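 (tested at 10 µM)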 | hit rate 0.1% among 63,000; in the data active = inhibition above about 21%;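 note: 0% = enzyme with no compound and 100% = no enzyme blank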
# C1s block = human complement C1s inhibition; P09871; purified C1s, fluorogenic AMC substrate, pooled mixtures; mean inhibition % of two 10-compound mixtures (hits give high values), % at 5 µM (by protocol); hit rate 0.16% among 62,000;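 active = inhibition above 20% in each of the two 10-compound mixture wells holding the compound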;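 note: 0% = enzyme wells lacking compound mixture and 100% = no-enzyme blank wells; some compounds called inactive have numbers as strong as hits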
# Target sequence (P09871 16-437 limits assumed): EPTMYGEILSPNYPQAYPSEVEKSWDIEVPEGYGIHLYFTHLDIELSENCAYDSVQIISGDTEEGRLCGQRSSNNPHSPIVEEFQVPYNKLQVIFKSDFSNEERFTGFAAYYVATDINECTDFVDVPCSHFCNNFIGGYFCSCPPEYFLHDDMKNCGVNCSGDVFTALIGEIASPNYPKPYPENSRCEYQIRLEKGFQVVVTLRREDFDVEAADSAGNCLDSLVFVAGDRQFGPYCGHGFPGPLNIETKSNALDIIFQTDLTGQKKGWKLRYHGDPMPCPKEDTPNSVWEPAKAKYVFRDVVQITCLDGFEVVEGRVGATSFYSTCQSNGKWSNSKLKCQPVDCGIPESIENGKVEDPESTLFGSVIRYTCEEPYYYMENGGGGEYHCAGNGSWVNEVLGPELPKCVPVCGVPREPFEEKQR
# Target sequence (P09871 438-688 limits assumed): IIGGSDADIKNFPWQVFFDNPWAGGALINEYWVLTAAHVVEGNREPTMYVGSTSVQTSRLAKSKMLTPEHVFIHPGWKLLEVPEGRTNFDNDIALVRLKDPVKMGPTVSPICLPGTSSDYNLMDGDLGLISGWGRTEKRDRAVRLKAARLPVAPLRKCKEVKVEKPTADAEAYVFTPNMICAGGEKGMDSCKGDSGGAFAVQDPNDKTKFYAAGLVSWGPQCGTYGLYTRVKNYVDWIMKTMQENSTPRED
# CatB mix inh = inhibitors of human cathepsin B in compound mixtures. P07858. Purified cathepsin B, AMC dipeptide fluorescence. inhibition, %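 (ten-compound pools at 5 µM per compound and 50 µM total)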. hit rate 0.06% among 62,000. AID 488; in the data active = inhibition above about 22%, passing the limit was not always enough; inconclusive = no clear call, values can overlap the other calls;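 note: 0% = enzyme without compound and 100% = no enzyme blank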
# Abs 340nm = compounds absorbing at 340 nm; compound absorbance at 340 nm, fold over control; fold change at 10 µM; 65,000 tested, under 10 active; AID 708;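 active = at 10 µM dose, initial 340 nm absorbance at least 2 fold that of control wells; inactive = change under 2 fold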;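 note: initial absorbance extrapolated from kinetic A340 decline of NADH oxidation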
# FXIIa inh mix = blocks human factor XIIa in pooled compound mixtures. P00748. purified FXIIa, fluorogenic substrate. inhibition, % at 5 µM. hit rate 0.2% among 62,000;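 note: 0% = enzyme without compound and 100% = no enzyme blank; some results filed as inactive read as strong as hits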
# Cathepsin G inh = inhibitors of human cathepsin G; inhibition, % at 5 µM (by protocol); P08311; purified enzyme, AMC-tetrapeptide fluorescence, pooled mixtures; hit rate 0.2% among 62,000;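 active = inhibition above 20% in each of the two mixture wells holding the compound; inactive = inhibition of 20% or less in either well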;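 note: 0% = enzyme control without mixture and 100% = blank lacking enzyme; strong numbers were not always called active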
# CatL inh = blocks human cathepsin L protease activity; inhibition, %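 (tested at 10 µM)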; purified cathepsin L, fluorogenic substrate, fluorescence; P07711; hit rate 0.17% among 58,000; in the data active = inhibition above about 45%;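 note: 0% = enzyme with no compound and 100% = no enzyme blank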
# CatS inh = human cathepsin S inhibition. recombinant cathepsin S, AMC dipeptide fluorescence, pooled mixtures. hit rate 0.06% among 62,000. AID 501. P25774. inhibition, %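 (tested at 5 µM per compound within 10-compound mixtures)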; in the data active = inhibition above about 32%, passing the limit was not always enough; inconclusive = no clear call, values can overlap the other calls;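 note: 0% = enzyme without compound and 100% = blank without enzyme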
# Target sequence (P25774 115-331 limits assumed): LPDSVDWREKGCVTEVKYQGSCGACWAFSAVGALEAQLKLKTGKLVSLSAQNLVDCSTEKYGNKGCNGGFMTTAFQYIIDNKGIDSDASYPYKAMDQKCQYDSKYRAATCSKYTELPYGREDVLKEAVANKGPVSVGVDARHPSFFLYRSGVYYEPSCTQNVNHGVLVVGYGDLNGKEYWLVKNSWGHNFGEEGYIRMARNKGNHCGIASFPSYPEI
# * marks the source's active call; other numbers are inactive results; u = inconclusive; x = no result given. Cut-off read from the data, not from the text of the source, unless noted: active = inhibition above about 20% (passing the limit was not always enough); inactive = the rest. This is a subset; the hit share may differ from the screen's.
SMILES,FXIa inh mix,CatB block,C1s block,CatB mix inh,Abs 340nm,FXIIa inh mix,Cathepsin G inh,CatL inh,CatS inh
O=C(NCSc1ccncn1)c1ccccc1,15,-1,-110,-6,1,7,-7,-5,-14
CCn1c(=O)cc(NC2=NCC(C)CN2c2cccc(Cl)c2)n(C)c1=O (stereo not given),-5,6,-26,3,1.1,6,-16,10,7
O=C(Nc1ccc2c(c1)OCCO2)c1cccc(S(=O)(=O)N2CCOCC2)c1,8,1,6,2,1.1,6,11,9,0
CC(NC(=O)c1cc(-c2ccc(Br)cc2)on1)c1ccccc1 (stereo not given),3,3,10,1,1,-19,13,12,-5
O=C(CSc1nc2ccccc2s1)Nc1ncccn1,-3,0,2,-4,1,-25,9,10,1
Cc1ccc(-c2nc(CS(=O)CC(=O)NC3CCCC3)c(C)o2)cc1 (stereo not given),8,1,0,1,1.1,10,-3,x,7
CC1(C)OC(=O)N(CCc2ccccc2)C1(C)O (stereo not given),8,2,1,2,1,2,9,3,-12
COCCn1c(C)c(C(=O)O)sc1=S,2,1,-7,4,1,-20,-13,2,-8
COCCN1C(=O)C(=O)/C(=C(/O)c2ccc(OCC(C)C)cc2)C1c1cccnc1 (stereo not given),3,4,-43,2,1.1,6,7,6,0
O=C(c1ccc(S(=O)(=O)N2CCOCC2)cc1)N1CCN(c2ccccc2F)CC1,7,-2,-3,0,1,2,-9,-1,-7
COCCN(CCOC)Cc1c(C)[nH]c2ccccc2c1=O,-2,-1,8,-8,1.1,4,9,-3,-5
COc1ccc(CCNC(=O)C2CCN(S(=O)(=O)c3cnc[nH]3)CC2)cc1OC,10,3,-3,1,0.99,0,0,18,3
CCOC(=O)CNC(=O)c1ccccc1Br,12,2,17,-3,1,-2,12,30,6
Cn1c(SCCOc2ccc(Cl)cc2)nnc1-c1ccncc1,7,4,5,-1,1,8,2,x,-8
OC(COCc1cccs1)CN1CCN(c2ccccn2)CC1 (stereo not given),7,2,-10,-1,1,-20,-3,x,20
O=C(NCc1ccc2c(c1)OCO2)C1CC(=O)N(C2CCCC2)C1 (stereo not given),9,3,18,4,1.3,-3,10,6,14
O=C(NCc1ccccn1)C1COc2ccccc2O1 (stereo not given),6,4,-1,6,1,6,6,-1,5
CCc1nnc(NCn2nc(C)cc2C)s1,6,-4,-10,4,1,12,7,12,-13
CCOC(=O)C1CCCN(c2c(N3CCC(N4CCCCC4)CC3)c(=O)c2=O)C1 (stereo not given),3,1,14,4,1.1,12,11,x,10
O=C(Nc1sc2c(c1C(=O)O)CCCCC2)c1ccco1,6,2,17,3,1.2,5,9,-2,9
c1ccc(Oc2cccc(OCCCn3cncn3)c2)cc1,-17,0,-145,-1,1.1,-2,-18,-3,-26
Cn1c(=O)cc(OCC(=O)N2CCC(N3CCCCC3)CC2)c2ccccc21,4,4,15,4,1.1,6,10,x,-5
Cc1cc(C)n(-c2nc(NCC(C)O)c3c4c(sc3n2)CCCC4)n1 (stereo not given),-1,-3,-6,-2,1.1,2,-8,3,0
COc1ccccc1-c1c(C#N)c(SCC(=O)N2CCCC2)nc(C)c1C(N)=O,7,7,11,3,1,-18,25*,-1,-3
CC(C)(C)c1nnc2sc(SCC(=O)N3CCCc4ccccc43)nn2c1=O,6,0,16,3,1.1,1,12,2,-2
CCc1ccccc1N(C(=O)CCC(=O)Nc1cc(C)on1)C(C(=O)NC1CCCC1)c1ccco1 (stereo not given),3,2,-5,6,0.98,-2,-17,-1,1
CCOc1ccc(C2C(C(=O)O)c3ccccc3C(=O)N2CCN2CCOCC2)cc1 (stereo not given),32,7,-1,0,1,4,-1,12,40
Cc1cc(C)cc(NC(=O)c2cc(S(=O)(=O)NCc3ccco3)ccc2F)c1,-8,-1,-22,-1,1,-4,-3,x,-1
CCCC(=O)NCCSC,3,0,10,4,1,0,10,12,-8
COc1cc(-c2nnc(-c3ccc(N4CCOCC4)cc3)o2)cc(OC)c1OC,-20,1,-38,-2,1.1,-4,0,-4,-3
O=C(Nc1cccc2ccccc12)N1CCN(c2ccccc2)CC1,-2,3,-5,4,0.99,-1,6,-3,-6
CCOC(=O)N1CCN(C(=O)c2cn(CC(C)C)c(=O)c3c2c2ccccc2n3C)CC1,3,5,-27,2,1,1,-11,-9,8
Nc1nc(-c2nc3ccccc3[nH]2)cs1,3,-4,0,-3,1.1,14,3,-6,7
Clc1ccccc1Cn1nnc2c(Nc3ccccc3)ncnc21,4,-2,2,-4,1,-14,2,-4,0
CCOc1ccc(N(CC(=O)NCc2cccs2)S(=O)(=O)c2c(C)noc2C)cc1,-1,1,10,0,1,0,8,x,30
CCOC(=O)c1[nH]cnc1C(=O)Nc1cccc(N)n1,-3,2,-37,1,1,-17,4,-6,-14
CCOc1cc(-c2cc(-c3ccc(N)cc3)nc(N)c2C#N)ccc1O,-13,-17,-50,-7,1.1,6,-14,-21,-6
O=C(c1cc(-c2ccc3c(c2)OCO3)on1)N1CCN(c2ccccc2)CC1,2,2,15,5,1,4,11,15,5
O=S(=O)(c1ccc(-c2csc(-c3cccnc3)n2)cc1)N1CCCC1,2,8,2,0,1.1,4,8,15,3
COC(=O)CSC1=C(C#N)C(c2cccc(OC)c2)CC(=O)N1 (stereo not given),6,3,14,4,1,-18,10,4,14
Cn1c(=O)[nH]c(=O)c2c1nc(N1CCCCCC1)n2CCSc1nc2ccccc2[nH]1,39,1,24,1,1,-1,33,19,4
CC(SC1CCCC1)C(=O)NC(C)(C#N)C(C)C (stereo not given),-1,0,-2,4,1,5,10,4,0
CCCCCCSC1=C(C#N)C(c2ccc(O)cc2)CC(=O)N1 (stereo not given),-8,5,-34,5,1,2,-8,24,19
O=C(Nc1nc(-c2ccc3c(c2)OCO3)cs1)C1CC1,6,-2,-1,0,1.1,5,-1,2,5
CCOC(=O)C1CCN(S(=O)(=O)c2ccc(-c3nc4ccccc4s3)s2)CC1,5,2,8,0,1.1,2,8,21,5
Cc1ccc(-c2cc(-c3nnc(SCC(=O)N(C)CCC#N)n3N)c3ccccc3n2)cc1,3,0,-6,2,1.1,14,8,3,-11
CCCS(=O)(=O)c1nc(S(=O)(=O)c2ccc(C)cc2)c(NCCCN2CCOCC2)s1,8,-1,5,2,1.1,6,9,-1,-3
Cc1nc(-c2ccccc2)nc2[nH]c(=O)n(-c3ccccc3)c(=O)c12,10,1,1,8,1,7,5,7,-1
COCCn1nnnc1CN(CCCN1CCOCC1)Cc1cc2c(C)ccc(C)c2[nH]c1=O,-3,-1,-2,0,0.99,1,-10,2,u
COc1ccc(-c2nc(CS(=O)CC(=O)N3CCc4ccccc4C3)c(C)o2)cc1 (stereo not given),-10,5,11,4,1,-5,3,x,26
# Going on with the list.
SMILES,FXIa inh mix,CatB block,C1s block,CatB mix inh,Abs 340nm,FXIIa inh mix,Cathepsin G inh,CatL inh,CatS inh
Cc1noc(NS(=O)(=O)c2ccc(NC(=O)c3ccoc3C)cc2)c1C,6,0,0,3,1.1,23,9,x,-4
CCc1c(C(=O)NC2CCCCC2)[nH]c(C)c1C(C)=O,-1,-2,-15,-4,0.99,1,-3,-4,-6
COC(=O)c1c(NC(=O)CSc2nnnn2C)sc(C)c1C,-9,6,-18,2,1,8,-7,15,u
CC(C(=O)O)n1nc2ccccc2n1 (stereo not given),4,4,-2,6,1,4,8,2,-3
N#CC(C(=O)OC1CCCCC1)c1nc2ccccc2nc1N1CCCCC1 (stereo not given),2,10,-27,6,1,3,-9,1,2
O=C(Nc1ccc2c(c1)OCCO2)C1CCCN1S(=O)(=O)c1ccc(Cl)cc1 (stereo not given),-5,4,3,0,1,3,9,12,-2
Cc1ccc(C(C(=O)NC2CCCCC2)N(C(=O)c2csnn2)C2CCCC2)o1 (stereo not given),4,-1,-7,0,0.97,-14,3,5,19
C/C(=N\S(=O)(=O)c1ccc(C)cc1)N1CCN(S(=O)(=O)c2ccccc2)C1,-2,6,15,-1,0.98,5,9,17,7
Cc1cccc(C)c1NC(=O)C1(NC(=O)C2CCCN2C(=O)OC(C)(C)C)CCCCC1 (stereo not given),3,2,8,-1,0.98,1,17,11,-2
CC1CCC2(CC1)NC(=O)c1ccccc1O2 (stereo not given),6,0,2,7,0.99,-2,0,-3,-1
COCCCNC(=O)C1CC(=O)N(Cc2ccc(OC)cc2)C1 (stereo not given),5,5,13,2,1,7,7,-4,1
O=C(CSc1nnc(Cc2cc(=O)[nH]c(=O)[nH]2)n1-c1ccc(F)cc1)N1CCCCC1,6,-3,-7,7,1.1,7,1,x,-2
Cc1noc(/C=C/N(C)C)c1S(=O)(=O)NC1CCCCC1,1,-2,3,4,1.3,-16,8,25,10
COc1ccc(CCNC(=O)CCN2C(=O)COc3ccccc32)cc1OC,8,3,-2,6,1,3,-5,-1,-7
NC(=O)CCS(=O)(=O)c1ccccc1,6,3,9,5,1,3,7,17,-3
Oc1c(C(c2cccc(F)c2)N2CCN(Cc3ccccc3)CC2)sc2ncnn12 (stereo not given),37,8,-2,2,1.1,-2,-1,x,19
COc1ccc(N2CCCn3c2nc2c3c(=O)n(CCN3CCOCC3)c(=O)n2C)cc1,7,-6,4,3,1,-17,0,-6,-14
N#Cc1nc(-c2ccco2)oc1N1CCOCC1,3,-2,-27,-2,1,5,-2,-24,-5
Cc1noc(C)c1CSCC(=O)N1CCN(c2ccc(F)cc2)CC1,-1,4,1,4,1,-19,7,-2,-1
O=C(Cn1nnc(-c2ccccc2-n2cnnn2)n1)NCc1ccccc1,6,6,-10,1,0.98,4,8,7,-2

# Whole records as entered above.
# CC1CCC2(CC1)NC(=O)c1ccccc1O2 (stereo not given) is entered as FXIa inh mix = 6; CatB block = 0; C1s block = 2; CatB mix inh = 7; Abs 340nm = 0.99; FXIIa inh mix = -2; Cathepsin G inh = 0; CatL inh = -3; CatS inh = -1
# O=C(Nc1ccc2c(c1)OCCO2)C1CCCN1S(=O)(=O)c1ccc(Cl)cc1 (stereo not given) is entered as FXIa inh mix = -5; CatB block = 4; C1s block = 3; CatB mix inh = 0; Abs 340nm = 1; FXIIa inh mix = 3; Cathepsin G inh = 9; CatL inh = 12; CatS inh = -2

# Next part.
SMILES,FXIa inh mix,CatB block,C1s block,CatB mix inh,Abs 340nm,FXIIa inh mix,Cathepsin G inh,CatL inh,CatS inh
COc1cc(C2C(C#N)=C(N)Oc3cc(C)oc(=O)c32)ccc1OC(=O)N1CCOCC1 (stereo not given),4,-1,5,0,0.99,0,7,20,-8
CCOCCCNC(=O)CS(=O)(=O)Cc1nc(-c2cccc(OC)c2)oc1C,4,-3,2,6,1,6,2,-1,2
Cc1cccc(NC(=O)c2cc3ccccc3o2)c1,-1,1,10,3,0.99,0,5,5,18
COc1cc(OC)nc(NC(=O)CSc2nc3ccccc3o2)n1,6,-1,0,6,0.99,2,5,-3,-1
COc1ccc(OC)c(NC(=O)Cn2cc(C(=O)c3ccco3)c3ccccc32)c1,3,3,-7,-3,1.2,10,-4,-4,-5
Cc1cc(NC(=O)CCC(=O)N(CCC(C)C)C(C(=O)NC2CCCC2)c2cccnc2)no1 (stereo not given),10,5,-4,3,0.98,1,9,9,-9
CCOC(=O)N1CCN(C(=O)c2cc3c(ccc4ccccc43)oc2=O)CC1,1,1,-15,0,1.1,4,11,-107,-3
CCn1c(CNC(=O)C23CC4CC(CC(C4)C2)C3)nnc1SCC(=O)Nc1nnc(C)s1,3,1,0,4,1,2,9,6,-5
O=C(NCc1ccc(N2CCCC2=O)cc1)NC1CCCCC1,4,3,13,3,1,-4,12,-6,-3
CCOC(=O)CC(NC(=O)c1ccco1)c1ccccc1Cl (stereo not given),7,-1,-23,6,1.1,-20,0,x,2
CCc1ccc(C2CC(c3ccc(C)cc3)n3nc(N)nc3N2)cc1 (stereo not given),6,7,13,6,1.1,6,-2,21,11
CC1=C(C(=O)OC2CCCCC2)C(c2cccnc2)n2ncnc2N1 (stereo not given),13,-3,-10,-2,1,8,2,4,11
Cc1ccc(-n2nnnc2SCC(N)=O)c(C)c1,11,-1,2,-4,1,5,2,14,-5
